TSHR antag = antagonists of human thyroid stimulating hormone receptor | P16473 | TSHR-expressing cells, TSH-stimulated cAMP HTRF, 2 h; active compounds read low | activity change, negative = inhibition, % at 11.5 µM | hit rate 0.2% among 330,000;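 active = activity change below a set negative limit, meaning inhibition stronger than a set level, cut at about -70% in these data; inconclusive = activity change between two set negative limits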; note: % is set by controls: 0 for no effect and ±100 for the full control effect
Target sequence (P16473 whole entry, looked up): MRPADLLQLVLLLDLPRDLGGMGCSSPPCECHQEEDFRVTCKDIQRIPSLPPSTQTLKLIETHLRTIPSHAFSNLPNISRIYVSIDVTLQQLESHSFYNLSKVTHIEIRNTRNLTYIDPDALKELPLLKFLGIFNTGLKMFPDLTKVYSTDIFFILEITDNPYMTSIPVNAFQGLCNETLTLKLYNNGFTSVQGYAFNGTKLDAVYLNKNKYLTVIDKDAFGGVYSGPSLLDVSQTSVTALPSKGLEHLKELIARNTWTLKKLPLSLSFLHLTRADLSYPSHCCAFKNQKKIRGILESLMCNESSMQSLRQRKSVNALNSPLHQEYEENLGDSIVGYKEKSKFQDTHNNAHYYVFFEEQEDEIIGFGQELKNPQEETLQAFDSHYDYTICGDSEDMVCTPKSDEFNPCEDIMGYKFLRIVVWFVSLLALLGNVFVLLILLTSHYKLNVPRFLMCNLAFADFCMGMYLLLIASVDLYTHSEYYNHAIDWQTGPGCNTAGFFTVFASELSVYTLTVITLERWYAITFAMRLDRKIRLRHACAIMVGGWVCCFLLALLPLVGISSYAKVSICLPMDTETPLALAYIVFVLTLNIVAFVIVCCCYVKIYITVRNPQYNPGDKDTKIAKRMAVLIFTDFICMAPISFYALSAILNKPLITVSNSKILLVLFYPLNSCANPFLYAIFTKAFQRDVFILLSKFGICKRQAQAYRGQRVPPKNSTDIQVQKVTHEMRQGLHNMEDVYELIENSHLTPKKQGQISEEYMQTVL
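Antagonism was scored as loss of TSH-driven cAMP in TSHR cells, stimulated with 4nM TSH (EC80) for 2 hours at 37 deg C and detected by homogeneous HTRF competition immunoassay.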
TCR activator = T cell receptor activation; primary human leukocytes, anti-CD3, IL-2 HTRF, 48 h; Potency, µM (doses to about 9.22 µM), without a hit: at the highest dose activation of IL-2 secretion, actives largely listed as activators; AID 504894; 330,000 tested, under 10 active; note: % of control where 0% means no effect
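Primary human leukocytes were stimulated with a-CD3 beads plus compounds for 48 hr without co-stimulation; secreted IL-2 was quantified by HTRF using a-IL-2-K (europium cryptate) and a-IL-2-d2, excited at 320nm with acceptor emission read at 665nm.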
PTAP TSG101 blk = blocks PTAP/TSG101 interaction to inhibit HIV-1 budding; Potency, µM (top dose mostly 115 µM), without a hit: top-dose activity change, negative = inhibition, actives largely listed as inhibitors; Fluorescence polarization, FITC-PTAP peptide / Tsg101 binding; 340,000 tested, under 10 active; AID 493005; Q99816; active = well fitted inhibition curve with a large enough effect in the main read-out, with a control signal flat, not every such curve was filed as active; inconclusive = small, poorly fitted or top-dose-only effect, or effect the other way, or a change in a side signal; inactive = no such curve, though single readings can be large or run the other way; note: potency is the fitted concentration of half-maximal effect; % of control where 0% means no effect
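Tsg101 binding domain (10 uM final) was mixed with compound and a FITC-labeled PTAP peptide (50 nM final) in HEPES pH 7.5 buffer with NaCl, Tween 20, EDTA and TCEP; fluorescence polarization was read after 20 min at r.t.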
AT treatment = potential ataxia-telangiectasia treatments restoring KAP-1 phosphorylation | AID 485349 | […] A-T fibroblasts, KAP-1 phosphorylation AlphaLISA; neocarzinostatin DNA damage 30 min before lysis | Potency, µM (doses to about 57.5 µM), without a hit: top-dose activation, usual class: activators | hit rate 0.19% among 320,000; note: potency is the fitted concentration of half-maximal effect; % of control where 0% means no effect; nearly all actives have a fitted effect of over 45% in size
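ATM-like activity read as KAP-1 phosphorylation via AlphaLISA donor/acceptor antibody pairs after lysis and 6 hr at 25C. Cells were ATM-null patient fibroblasts ([…], hTERT), dosed 60 min, then exposed to the DSB inducer NCS for 30 min.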
Mito fusion act = blocks mitochondrial division or promotes mitochondrial fusion | Potency, µM (top dose mostly 46.1 µM), for inactives: at the highest dose growth rescue (activation), usual class: activators | hit rate 0.23% among 320,000 | S. cerevisiae fusion-defective mutant growth rescue, CellTiterGlo 48 h;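 note: potency is the fitted concentration of half-maximal effect; % of control where 0% means no effect; nearly all actives have a fitted effect of over 45% in size; temperature-sensitive fusion mutants such as fzo1-1 at 37 °C on non-fermentable ethanol glycerol medium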
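Temperature-sensitive fusion-defective S. cerevisiae (e.g. fzo1-1, mgm1-5) were grown with compound in YPEG medium (3% ethanol, 3% glycerol) for 48 hours at 37C. Growth rescue was measured as viability by CellTiterGlo luminescence after 10 minutes at ambient.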
Integrin act MD = activates integrin-mediated alleviation for muscular dystrophy; Potency, µM (highest dose often 38.3 µM), for the others: top-dose activation, most hits filed as activators; alpha7betagal myoblasts, beta-gal FDG fluorescence, 48 h; AID 624291; hit rate 0.064% among 350,000;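 note: potency is the fitted concentration of half-maximal effect; 100% = response of the positive control SU9516; nearly all actives have a fitted effect of over 60% in size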
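alpha7betagal+/- myoblasts (passage 13, 250/well) treated 48 h at 37C with compounds at 1:260 dilution of DMSO stock. Lysed, then beta-galactosidase activity read as FDG fluorescence (ex 480/em 540) after 30 min, with pre-read for autofluorescence.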
ASM inhibitor = inhibitors of human secretory acid sphingomyelinase | P17405 | placental ASM, HMU-PC fluorogenic substrate, 60 min | Potency, µM (series often up to 57.5 µM), inactives show top-dose activity change, negative = inhibition, usual class: inhibitors | hit rate 0.006% among 340,000; note: potency is the fitted concentration of half-maximal effect
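Fluorogenic HMU-PC substrate (9 uM final) is turned over by placental ASM in 60 min at 37 C after a 10 min compound preincubation. Reaction ended by alkaline stop (pH 10), with fluorescence read at 386/447 nm.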
MBNL1 CUG block = blocks human MBNL1 binding to CUG repeat RNA | Q9NR56 | TR-FRET MBNL1-His/biotin-(CUG)12 binding, 665/545 ratio | Potency, µM (highest dose often 57.5 µM), for inactives: at the top dose activity change, negative = inhibition, actives largely listed as inhibitors | hit rate 0.036% among 280,000 | AID 2675; active = well fitted inhibition curve with a large enough effect in the signal ratio, with a control signal flat, not every such curve was filed as active; inconclusive = small, poorly fitted or top-dose-only effect, or effect the other way, or a change in a side signal; inactive = no such curve, though single readings can be large or run the other way; the % refers to the signal ratio; note: potency is the fitted concentration of half-maximal effect; % is set by controls: 0 for no effect and ±100 for the full control effect
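Inhibition of protein-RNA binding appears as loss of TR-FRET between terbium anti-His antibody on MBNL1-His and streptavidin-XL665 on biotin-(CUG)12. Activity is normalized to buffer-only and uninhibited-complex controls.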
Menin MLL FP TR = inhibitors of human menin-MLL interaction, mutant MLL peptide | O00255 | Menin + Texas Red MLL mutant peptide, fluorescence polarization | Potency, µM (titrated, usually from 61.6 µM), inactives show at the highest dose FP activity change, negative = inhibition, hits mostly inhibitors | hit rate 0.23% among 270,000; active = well fitted inhibition curve with a large enough effect in the polarisation, with a control signal flat, not every such curve was filed as active; inconclusive = small, poorly fitted or top-dose-only effect, or effect the other way, or a change in a side signal; inactive = no such curve, though single readings can be large or run the other way; the % refers to the polarisation; note: potency is the fitted concentration of half-maximal effect; % of control where 0% means no effect; many of its hits are not listed in these tables
MLL CXXC-DNA inh = inhibitors of human MLL CXXC domain-DNA interaction; hit rate 0.037% among 290,000; Q03164; Potency, µM (series often up to 115 µM), for the others: at the highest dose activity change, negative = inhibition, most hits filed as inhibitors; MLL-CXXC / FITC-HOXA9 DNA fluorescence polarization; AID 2662; active = well fitted inhibition curve with a large enough effect in the polarisation, with a control signal flat, not every such curve was filed as active; inconclusive = small, poorly fitted or top-dose-only effect, or effect the other way, or a change in a side signal; inactive = no such curve, though single readings can be large or run the other way; the % refers to the polarisation; note: potency is the fitted concentration of half-maximal effect
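Purified MLL-CXXC (added from a 7 uM solution) was preincubated 5 min at ambient with pinned compounds in 50 mM Tris-HCl pH 7.5, 50 mM NaCl, 1 mM DTT, 0.05% BSA. Fluorescein-labeled HOX-A9 DNA (50 nM solution) followed, 30 min, then polarization read.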
* hit, by the source's call; ? = inconclusive; · = not tested or not shown; [ ] = dose if it differs, or a comment. Unless noted, calls come from the whole dose curve; as a rule, active = well fitted curve in the direction sought with a large enough effect; inconclusive = small, poorly fitted or top-dose-only effect, or another doubt; inactive = no such curve, though single readings can be large; an effect the other way counts as inactive or inconclusive. This is a subset; rates above refer to the full screens.

SMILES	TSHR antag	TCR activator	PTAP TSG101 blk	AT treatment	Mito fusion act	Integrin act MD	ASM inhibitor	MBNL1 CUG block	Menin MLL FP TR	MLL CXXC-DNA inh
O=C(OCc1cnc(Cl)s1)c1c(F)cccc1F	2	1%	-8%	8%	-1%	0%	1%	-2%	10%	22%
COc1ccccc1N(CC(=O)N/N=C(\C)c1ccc(F)cc1)S(=O)(=O)c1ccccc1	-2	-7%	0%	0%	-2%	-7%	3%	·	·	·
Cc1cc(-c2cn3ccccc3n2)c(C)n1-c1ccccc1	5	4%	-2%	1%	-8%	-14%	14%	1%	-20%	6%
COc1ccc(/C=N/n2c(-c3cc(C)[nH]n3)n[nH]c2=S)cc1OC	-2	-4%	-3%	-8%	0%	-23%	1%	3%	·	-13%
Nc1ncnc2c1ncn2[C@@H]1O[C@H](CNC(=O)[C@@H]2CCN2)[C@@H](O)[C@H]1O	16	-1%[46.1 µM]	-1%	-5%	·	33%	4%	·	·	·
CCOC(=O)/C(C#N)=C\c1ccc2c(c1)OCO2	·	3%	-3%	·	·	5%	3%	·	·	·
Cc1cc(OC(C(=O)O)c2ccccc2)c2c(C)c(Cc3ccccc3)c(=O)oc2c1 (stereo not drawn)	1	0%	-2%	-11%	-1%	27%	14%	3%	13%	-4%
CC(C)(C)OC(=O)N(CCc1ccccc1)Cc1cccc(OCc2cccc(NC(=O)C3CCCC3)c2)c1	·	-4%	-10%	·	·	-7%	-3%	·	·	·
Cc1ccc2c(c1)N(CC(=O)NC1CCC(C)CC1)C(=O)c1cccnc1O2 (stereo not drawn)	-4	-6%	-1%	14%	0%	-9%	-2%	-2%	-2%	·
Cc1csc(NC(=O)COCC(=O)O)c1-c1nc2ccccc2s1	-17	-4%	-2%	-12%	-4%	13%	43%[activator]	19%	·	-25%
O=C(CN1CCN(c2ccccn2)CC1)Nc1cc(C(F)(F)F)ccc1Cl	-6	6%	-7%	1%	26%	4%	-1%	7%	-16%	-1%
Cc1ccccc1NC(=S)NCC1CCN(C(C)c2ccccc2)C1 (stereo not drawn)	8	3%	-9%	2%	-4%	-19%	0%	-7%	-2%	17%
O=C(Cc1cccc2ccccc12)N/N=C1\CCCc2ccccc21	6	0%	-9%	-1%	2%	-47%[inhibitor]	-2%	-2%	-2%	23%
CC1(C)CN(c2cccc(C#N)c2)C1=O	0	-4%	-2%	-2%	2%	14%	2%	·	4%	4%
CCOP(=O)(NC12CC3CC(CC(C3)C1)C2)NC12CC3CC(CC(C3)C1)C2	8	8%	-4%	1%	5%	-6%	-3%	-1%	?	4%
Cc1ccc(CN2CCNC(=O)C2CC(=O)N(C)C(C2CC2)C2CC2)o1 (stereo not drawn)	17	0%	-1%	-5%	0%	13%	1%	-6%	-5%	-4%
O=C(Nc1ccc(N2CCCC2)c(Cl)c1)c1ccco1	-11	-14%	-3%	5%	6%	17%	-2%	18%	8%	-5%
O=C(O)c1ccccc1OCC1CCCO1 (stereo not drawn)	12	1%	-3%	-4%	3%	-25%	8%	-10%	3%	13%
O=S(=O)(NCc1ccccn1)c1ccc(Br)s1	9	4%	-6%	-2%	-3%	22%[7.66 µM]	0%	-1%	4%	4%
COc1ccc(NC(=O)Nc2cnccn2)cc1	1	3%	-2%	2%	0%	-36%	2%	-9%	·	-7%
CCOC(=O)c1cnn(Cc2ccc(C)cc2)c1N	-1	-12%	-1%	-3%	2%	?	6%	-8%	-8%	5%
O=C(Nc1ccccc1C(=O)N1CCCCCC1)c1ccccc1Cl	4	-2%	-6%	3%	-3%	1%	1%	-4%	-20%	8%
CC1CCC(N2CCN(C(=O)c3ccccc3F)CC2)CC1 (stereo not drawn)	8	-4%	-3%	1%	-1%	-16%	0%	-6%	?	-8%
COc1cc(/C=N/NS(=O)(=O)c2ccc(C(C)(C)C)cc2)cc([N+](=O)[O-])c1O	-12	0%	-2%	-4%	1%	24%	-10%	4%	?	-5%

Quoted from the entries so far (six entries):
SMILES	TSHR antag	TCR activator	PTAP TSG101 blk	AT treatment	Mito fusion act	Integrin act MD	ASM inhibitor	MBNL1 CUG block	Menin MLL FP TR	MLL CXXC-DNA inh
O=S(=O)(NCc1ccccn1)c1ccc(Br)s1	9	4%	-6%	-2%	-3%	22%[7.66 µM]	0%	-1%	4%	4%
COc1ccc(NC(=O)Nc2cnccn2)cc1	1	3%	-2%	2%	0%	-36%	2%	-9%	·	-7%
CCOC(=O)c1cnn(Cc2ccc(C)cc2)c1N	-1	-12%	-1%	-3%	2%	?	6%	-8%	-8%	5%
O=C(Nc1ccccc1C(=O)N1CCCCCC1)c1ccccc1Cl	4	-2%	-6%	3%	-3%	1%	1%	-4%	-20%	8%
CC1CCC(N2CCN(C(=O)c3ccccc3F)CC2)CC1 (stereo not drawn)	8	-4%	-3%	1%	-1%	-16%	0%	-6%	?	-8%
COc1cc(/C=N/NS(=O)(=O)c2ccc(C(C)(C)C)cc2)cc([N+](=O)[O-])c1O	-12	0%	-2%	-4%	1%	24%	-10%	4%	?	-5%

(further entries)
SMILES	TSHR antag	TCR activator	PTAP TSG101 blk	AT treatment	Mito fusion act	Integrin act MD	ASM inhibitor	MBNL1 CUG block	Menin MLL FP TR	MLL CXXC-DNA inh
Cc1ccc(-c2nnn(CC(=O)NCC3COCCO3)n2)o1 (stereo not drawn)	-2	1%	-1%	-2%	9%	13%	-8%	5%	-2%	2%
O=C(/C=C/c1ccccc1)Nc1ccc(S(=O)(=O)N2CCOCC2)cc1	·	5%	-9%	·	·	23%	-2%	·	·	·
CCn1c(C)nc2cc(C(=O)NNC(=O)c3ccc(C)cc3)ccc21	-12	-3%	-3%	10%	2%	?	7%	·	·	·
Cc1ccc([N+](=O)[O-])cc1-c1ccc(/C=N/NC(=O)CN2CCOCC2)o1	-1	-2%	2%	-4%	7%	0%	-6%	·	·	-6%
Cc1ccc(C)c(NC(=O)COC(=O)c2ccc3c(c2)OCO3)c1	23	-3%	-1%	-3%	-5%	10%	0%	-3%	-8%	2%
COc1ccc(CCN(C)Cc2ccc(C(=O)Nc3ccccc3)cc2)cc1OC	-1	6%	1%	1%	-1%	?	0%	-6%	·	6%
O=C(NCCCN1CCc2ccccc2C1)Nc1ccc(Br)cc1	0	·	-2%	-2%	3%	-14%	3%	-5%	7%	-5%
CCOC(=O)N1CCC(NC(=O)c2oc3c(C)c(C)ccc3c2C)CC1	·	-3%	-3%	·	·	-18%	3%	·	·	·
CC1CN(C(=O)c2ccc(NS(=O)(=O)c3ccc(F)c(F)c3)cc2)CC(C)O1 (stereo not drawn)	-4	3%	0%	0%	-1%	20%	-2%	·	·	·
CN(C(=O)c1cccc(C#N)c1)c1nnc(-c2ccncc2)s1	-5	1%	0%	-1%	-1%	-24%	0%	-2%	-10%	1%
Cc1ccc(NC(=O)COC(=O)CCC2CCCC2)cc1S(=O)(=O)N1CCOCC1	-2	-1%	-2%	7%	·	-41%	-9%	·	·	·
Cc1c(CCC(=O)NCCCn2ccnc2)c(=O)oc2cc3oc4c(c3cc12)CCCC4	-1	0%	-5%	-13%	3%	1%	63%[activator]	-13%	-7%	18%
O=C(O)CCCn1c(=S)[nH]c2c(sc3ccc([N+](=O)[O-])cc32)c1=O	-11	2%	-1%	1%	11%	15%	?	?	17%	-6%
Cc1ccc(C)c(N(CC(=O)N2CCCCCC2)S(C)(=O)=O)c1	39	-1%	-5%	-1%	3%	3%	1%	-3%	-20%	0%
CCOP(=O)(c1ccccc1)c1nc(-c2ccccc2C)oc1N1CCCCC1 (stereo not drawn)	-2	-5%	-8%	-4%	22%	1%	8%	-3%	?	1%
Clc1cccc(CN2CCSCC2)c1	-14	·	-8%	10%	-1%	0%	-4%	-17%	-2%	-4%
Cc1cc(NC(=O)/C(C#N)=C/c2ccc(-c3ccc(SC(F)F)cc3)o2)n(-c2ccccc2)n1	-10	-2%[46.1 µM]	?	5%	-1%	20%	-2%	12%	5%	?
O=C(NCC(=O)N1CCN(Cc2ccccc2)CC1)c1cccs1	·	-1%	-1%	2%	·	-4%	-2%	·	·	·

Assay outcomes: PubChem BioAssay, National Center for Advancing Translational Sciences (NCATS)
